Giardia FBPA inh = inhibitors of Giardia lamblia fructose-1,6-bisphosphate aldolase | 0.71% of 290,000 active | purified Giardia FBPA | A8B2U2 | Potency, µM (series often up to 59.6 µM), inactives show at the highest dose activity, negative = inhibition, usual class: inhibitors; further: potency means the concentration at half of the fitted maximal effect; on the % scale 0 is the no-effect control and ±100 the full control effect; nearly all actives have a fitted effect of over 55% in size
Target sequence (A8B2U2 whole entry, looked up): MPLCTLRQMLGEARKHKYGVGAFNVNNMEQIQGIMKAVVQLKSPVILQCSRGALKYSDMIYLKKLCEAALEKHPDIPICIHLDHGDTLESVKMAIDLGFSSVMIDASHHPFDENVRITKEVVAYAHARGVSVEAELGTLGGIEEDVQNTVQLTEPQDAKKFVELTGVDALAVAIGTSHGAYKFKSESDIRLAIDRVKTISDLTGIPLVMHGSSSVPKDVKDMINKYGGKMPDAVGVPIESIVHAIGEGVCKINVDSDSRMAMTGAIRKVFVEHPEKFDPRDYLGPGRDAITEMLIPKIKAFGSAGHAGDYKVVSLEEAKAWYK
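Giardia FBPA (40 nM reagent) was preincubated 10 min at RT with compound (up to 57.5 uM final), then substrate plus GAPDH/TPI/NAD/arsenate coupling system with diaphorase/resazurin was added; resorufin fluorescence (525/598 nm) was read after 20 min.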
Pf growth 48h = P. falciparum growth inhibition at 48 hours (one generation) | P. falciparum luciferase growth in erythrocytes, 48 h | Potency, µM (series often up to 28.7 µM), inactives show at the highest dose activity change, negative = inhibition, hits mostly inhibitors | 5.9% of 310,000 active | AID 504832; further: potency means the concentration at half of the fitted maximal effect; on the % scale 0 is the no-effect control and ±100 the full control effect
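Luciferase-expressing parasites in RBCs, 2% Hct / 0.1% parasitemia final; RPMI 1640 + 0.5% Albumax; 37 C, 5% CO2, one generation; luminescence read-out, lower signal = inhibition.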
Shiga toxin inh = Shiga toxin inhibition; Vero cells, Shiga toxin protein synthesis inhibition reporter; inhibition, % at 38.7 µM; 9.2% of 290,000 active; AID 2315; in the data active means inhibition mostly above about 28%, no sharp cut-off; inactive means mostly below about 43%; further: 0% is about no effect
Cycloheximide cs = counter-screen for Shiga toxin inhibitors: cycloheximide protein synthesis inhibition | cell reporter, cycloheximide protein synthesis inhibition counterscreen | max response, % | 12% of 300,000 active | AID 2314; in the data active means max response mostly above about 13%, no sharp cut-off; inactive means mostly below about 14%; further: read at 38.3 µM for the half of the compounds with a filed dose; 0% is about no effect
HCV inhibitor = inhibitors of hepatitis C virus infection; AID 651820; Huh7.5.1 HCVcc-Cre infection, luciferase reporter, 44 h; 3.4% of 340,000 active; Potency, µM (highest dose often 41.8 µM), for the others: at the highest dose activity change, negative = inhibition, most hits filed as inhibitors; further: potency means the concentration at half of the fitted maximal effect; on the % scale 0 is the no-effect control and ±100 the full control effect
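1,000 cells/well; 4 h culture; + compound; + HCVcc-Cre (~0.5 moi); 44 h; luciferase substrate, RT 15 min; read 15 sec.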
Pf growth 96h = P. falciparum growth inhibition at 96 hour, primary screen for plastid delayed-death inhibitors. P. falciparum luciferase reporter growth, 96 h. Potency, µM (top dose mostly 28.7 µM), for the others: at the highest dose activity change, negative = inhibition, usual class: inhibitors. 6.9% of 320,000 active. AID 504834; further: potency means the concentration at half of the fitted maximal effect; on the % scale 0 is the no-effect control and ±100 the full control effect
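Parasite growth measured via integrated firefly luciferase reporter in P. falciparum. Infected erythrocytes at 2% hematocrit, 0.05% parasitemia final were treated 96 hours at 37 C under 5% CO2, and luminescence was read.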
* = called active by the depositor; ? = inconclusive; / = no result given; & = joins results of further samples; [ ] = remark or other dose. Unless noted, the call rests on the fitted dose curve; in most records, active means well fitted curve in the direction sought with a large enough effect; inconclusive means small, poorly fitted or top-dose-only effect, or another doubt; inactive means no such curve, though single readings can be large; an effect the other way counts as inactive or inconclusive.

cpd | mol | HCV inhibitor | Pf growth 96h | Cycloheximide cs | Pf growth 48h | Shiga toxin inh | Giardia FBPA inh
1 | CC1CN(C2=N/C(=C/c3ccc4c(c3)OCO4)C(=O)N2)CC(C)O1 (stereo unspecified) | -3% | ? | 3 | 6% | 5 | -6%
2 | CCOC(=O)C1(CC2CCCCO2)CCN(Cc2ccc(OC)cc2F)CC1 (stereo unspecified) | ? | -3% | -2 | -6% | 12 | 0%
3 | O=C(NCCc1ccc(C(F)(F)F)cc1)C1CC(=O)N(c2ccc3c(c2)OCCO3)C1 (stereo unspecified) | -22% | -2% | / | ? | / | /
4 | Cc1ccc(OCC(=O)Nc2ccc(N3CCN(C(=O)c4ccco4)CC3)cc2)cc1C | -23% | 35%[activator] | -5 | -16% | 22 | 3%
5 | O=C(/C=C/c1cccc(F)c1)N(c1ccccn1)C1CCCCC1 | -16% | ? | -2 | -20% | 0 | 1%
6 | CCN(C1CCCCC1)S(=O)(=O)c1cc2c3c(c1)CCN3C(=O)CC2 | 9% | -21% | / | -11% | / | /
7 | CCC(=NCCO)c1c(O)n(C2CCCCC2)c(=O)[nH]c1=O | 14% | 21% | -4 | 22% | -11 | -10%
8 | O=C(CN(Cc1ccc(F)cc1)C(=O)c1csnn1)NCc1ccc2c(c1)OCO2 | 4% | 0% | 0 | -6% | -11 | -7%
9 | C/C(=C\C(=O)c1sccc1Cl)N(C)C | 1% | -18% | 16 | -5% | 27 | 1%
10 | Cn1c(C(=O)NCc2ccccn2)cc2c(=O)n(C)c3ccccc3c21 | -11% | 41%[activator] | -7 | / | -4 | -4%
11 | CC(=O)Nc1ccc(S(=O)(=O)NCCC(=O)NCCCc2ccccc2)cc1 | 11% | ? | / | ? | / | /
12 | NS(=O)(=O)c1cccc(NC(=O)COC(=O)c2cc(Cl)ccc2[N+](=O)[O-])c1 | 6% | 0% | -3 | 0% | -4 | -1%
13 | N/C(=N\OC(=O)c1cccs1)c1cccnc1 | 4% | -15% | 40* | 39%[activator] | 43* | 3%
14 | CCN1CCN(c2cc(C)c3cc(NC(=S)N4CCCCC4)ccc3n2)CC1 | ? | ? | 21* | ? | 54 | -19%
15 | OCC1O[C@H](O[C@H]2C(O)C(O)C(O)O[C@@H]2CO)C(O)C(O)C1O (stereo partly specified) | / | ? | / | 4% | / | 1%
16 | CCOCCCn1c(SCC(=O)Nc2oc(C)c3c(C)n[nH]c(=O)c23)nnc1-c1ccncc1 | 17% | 26% | / | 15% | / | /
17 | Cc1c(C(=O)OCC2CCCO2)[nH]c2c1C(=O)CC(c1ccco1)C2 (stereo unspecified) | ? | / | 7 | ? | 17 | -8%
18 | COc1ccc(C(=O)Oc2cc(OC)cc(OC)c2C(C)=O)cc1 | -12%[8.37 µM] | -2% | -2 | 47%[activator] | -4 | 2%[12.9 µM]
19 | Cc1cccc(OCc2n[nH]c(=S)n2-c2ccccc2)c1 | 17% | 105%[activator] | -6 | 1% | -6 | 4%
20 | Cc1nnc(-c2ccc(Cl)cc2)[nH]c1=O | 7% | ? | 1 | 35%[activator] | -4 | -13%
21 | CCOc1ccc(OCCN(C)Cc2ccccc2)cc1 | -9% | ? | 2 | / | 0 | -11%
22 | CN(c1ccc(C(=O)NCc2ccccc2)cc1)S(C)(=O)=O | 13% | / | 2 | 22% | 29 | -11%
23 | CCc1cc(CNC(=O)CC2C(=O)NCCN2CC2CCCCC2)on1 (stereo unspecified) | -4% | 11% | -2 | 2% | -19 | -10%
24 | CCN(CC)C(=O)c1sc(NC(=O)c2ccc(C)c([N+](=O)[O-])c2)c(C#N)c1C | 11% | 7% | -4 | 7% | 21 | 4%
25 | Cc1cc(OCC(=O)N2CCC(C(N)=O)CC2)c2c3c(c(=O)oc2c1)CCCC3 | -9% | 4% | -2 | 0% | -1 | 7%
26 | C=CCOc1ccc(C2C3=C(CCCC3=O)N(CC(=O)O)C3=C2C(=O)CCC3)cc1OCC | 15% | 51%[activator] | -2 | -25% | -5 | -19%
27 | CC(CCc1ccc(O)cc1)NC1c2ccccc2-c2ccccc21 (stereo unspecified) | 11% | ? | 4 | 15µM* | / | -2%
28 | CCOc1ccc(C(C)(N)C(=O)O)cc1 (stereo unspecified) | 10% | 9% | -3 | 8% | -7 | -12%
29 | O=C(COc1ccc(S(=O)(=O)NC2CCCCC2)cc1)NCC1CCCO1 (stereo unspecified) | -6% | / | -3 | -8% | -3 | 4%
30 | O=C(/C=C/c1cccc(Cl)c1Cl)OCC(=O)N1CCOCC1 | -5% | 14% | / | 4% | / | /
31 | CC(=O)C1=C(C)OC(N)=C(C#N)C1c1ccco1 (stereo unspecified) | 11% | ? | -2 | ? | -26 | ?
32 | Cc1ccc(S(=O)(=O)N2CCC(C(=O)OCC(=O)N(CC(C)C)C3CCS(=O)(=O)C3)CC2)cc1C (stereo unspecified) | -4% | 4% | -2 | -18% | 13 | /
33 | Cc1cc(C(C#N)c2cccc(Cl)c2)n2ncnc2n1 (stereo unspecified) | 6% | 19% | -3 | 7% | -10 | /
34 | CCOc1ccc(CN(C)C(=O)CCNC(=O)c2ccco2)cc1 | -1% | -13% | / | -8% | / | /
35 | CC1CN(C(=S)Nc2cccc(Cl)c2)CC(C)O1 (stereo unspecified) | -13% | ? | -3 | -10% | -9 | -4%
36 | CCOC(=O)N1CCN(C(=O)CSc2nc3ccccc3c(=O)n2-c2ccccc2)CC1 | 9% | ? | 2 | ? | -5 | 2%
37 | Cc1ccc(CN2CCN(C(=O)c3ccncc3)CC2)cc1 | 8% | 8% | -6 | 1% | -7 | 18µM*
38 | Cc1nn(Cc2c(Cl)cccc2Cl)c(C)c1NC(=O)CCCn1nc(C)c([N+](=O)[O-])c1C | ? | -15% | -1 | -27% | -10 | 0%
39 | CCOCCn1c(CN2CCN(CCO)CC2)nc2c1c(=O)n(C)c(=O)n2C | 24% | 20% | -3 | 39%[activator] | 15 | -12%
40 | COc1ccc(CN(C(=O)CNC(=O)c2ccco2)C(C(=O)NCC2CCCO2)c2ccc(OC)c(OC)c2)cc1 (stereo unspecified) | -5% | -14% | 4 | -7% | 12 | 4%
41 | O=C(CCCc1ccccc1)Nc1cccc(C(=O)O)c1 | 9% | ? | 60* | 176%[activator] | 122* | 19%
42 | N#Cc1ccsc1NC(=O)CN1CCN(Cc2ccccc2)CC1 | -9% | -32% | 8 | ? | 5 | 0%
43 | CCOc1ccc2ccccc2c1/C=N/NC(=O)CNC(=O)Cc1ccccc1 | ? | 5% | -1 | 25% | 13 | -7%
44 | CCc1ccc(-c2cc3c(=O)n(CC(=O)N4CCCCCC4)nc(C)n3n2)cc1 | 8% | -3% | 2 | 3% | 2 | -11%
45 | COc1ccc(N(CC(=O)NCCSCc2ccco2)S(=O)(=O)c2ccccc2)cc1 | -19% | 9% | 6 | ? | 25 | -1%
46 | COC(=O)[C@@H]1C[C@H]2CC[C@H](O)C[C@H]2N1Cc1ccc(C(F)(F)F)cc1 | 21% | ? | -4 | ? | 0 | 0%&1%
47 | COc1ccc(-n2cnnc2SCC(=O)c2ccc(S(=O)(=O)N3CCOCC3)cc2)cc1 | -7% | / | 0 | ? | -4 | -10%
48 | O=C(CCN1C(=O)/C(=C\c2ccccc2)SC1=S)NNC(=O)c1ccccc1O | ? | ? | -4 | 26% | -6 | 10%
49 | CC(OC(=O)c1ccc(Cl)nc1)C(=O)N1CCc2ccccc21 (stereo unspecified) | -28% | 3% | / | ? | / | /
50 | COc1ccc(C(=O)N2CCNC(=O)C2)cc1S(=O)(=O)Nc1ccc(Br)cc1 | 16% | -7% | / | -7% | / | /
51 | COc1cccc(S(=O)(=O)Nc2cccc(C(=O)N3CCOCC3)c2)c1 | -2% | -14% | -3 | 19% | -3 | 4%
52 | CN1CCN(c2ccc(CNC(=O)c3cc4ccccc4o3)cc2)CC1 | ? | -6% | 10 | 7% | 38 | 1%
53 | Cc1ccc(N2C(=O)N3[C@H](c4ccc(F)cc4)[C@@H]4C(=O)N(C5CCCCC5)C(=O)[C@@H]4[C@]3(C)C2=O)cc1 | 19% | ? | 1 | 13% | -1 | 7%
54 | COc1cc(CNn2cn[nH]c2=S)ccc1OCC(=O)NC(C)(C)C | 5% | 3% | -4 | 1% | -5 | 10µM*
55 | CN(C)S(=O)(=O)Oc1ccc(Cl)cc1C(=O)Nc1ccc(F)cc1F | ? | ? | 12 | ? | 12 | -1%
56 | COCCNS(=O)(=O)c1ccc2c(c1)Cc1cc(S(=O)(=O)NCCOC)ccc1-2 | 1% | 1% | -2 | 3% | -3 | 3%

Seven compounds picked at random from the list so far:
cpd | mol | HCV inhibitor | Pf growth 96h | Cycloheximide cs | Pf growth 48h | Shiga toxin inh | Giardia FBPA inh
54 | COc1cc(CNn2cn[nH]c2=S)ccc1OCC(=O)NC(C)(C)C | 5% | 3% | -4 | 1% | -5 | 10µM*
52 | CN1CCN(c2ccc(CNC(=O)c3cc4ccccc4o3)cc2)CC1 | ? | -6% | 10 | 7% | 38 | 1%
49 | CC(OC(=O)c1ccc(Cl)nc1)C(=O)N1CCc2ccccc21 (stereo unspecified) | -28% | 3% | / | ? | / | /
55 | CN(C)S(=O)(=O)Oc1ccc(Cl)cc1C(=O)Nc1ccc(F)cc1F | ? | ? | 12 | ? | 12 | -1%
56 | COCCNS(=O)(=O)c1ccc2c(c1)Cc1cc(S(=O)(=O)NCCOC)ccc1-2 | 1% | 1% | -2 | 3% | -3 | 3%
53 | Cc1ccc(N2C(=O)N3[C@H](c4ccc(F)cc4)[C@@H]4C(=O)N(C5CCCCC5)C(=O)[C@@H]4[C@]3(C)C2=O)cc1 | 19% | ? | 1 | 13% | -1 | 7%
50 | COc1ccc(C(=O)N2CCNC(=O)C2)cc1S(=O)(=O)Nc1ccc(Br)cc1 | 16% | -7% | / | -7% | / | /

(cont.)
cpd | mol | HCV inhibitor | Pf growth 96h | Cycloheximide cs | Pf growth 48h | Shiga toxin inh | Giardia FBPA inh
57 | CC(C)C(=O)Nc1nnc(CCc2nnc(NC(=O)C(C)C)s2)s1 | 10% | ? | -5 | 6% | 15 | 2%
58 | CCOc1ccc2nc(N(CCN(CC)CC)C(=O)c3cccc([N+](=O)[O-])c3)sc2c1 | -11% | -8% | -5 | 7% | 16 | -16%
59 | Cc1ccc(NC(=O)CSc2nc(=O)n(CCCN3CCOCC3)c3c2CCCC3)cc1 | -16% | -24% | / | 13µM* | / | /
60 | O=C(CSc1nc2ccccc2[nH]1)NC1CCS(=O)(=O)C1 (stereo unspecified) | 8% | / | -2 | -6% | 4 | 2%
61 | CCCCCN(C(=O)CCC(=O)OCc1cccc(Cl)c1)c1c(N)n(CCCC)c(=O)[nH]c1=O | ? | 5% | / | ? | / | /
62 | CCCCn1c(SCC(=O)Nc2nc(C)cs2)nnc1-c1cccnc1 | ? | ? | -2 | -7% | -18 | 5%
63 | OCCN1CCN(CC/C=C2/c3ccccc3Sc3ccc(Cl)cc32)CC1 | 11µM* | 9.3µM* | / | 10µM* | / | /
64 | O=C(CCS(=O)(=O)Cc1ccccc1)N1CCc2ccccc2C1 | 32%[activator] | / | -1 | 1% | -19 | -1%
65 | Cc1ccncc1C(=O)O | / | / | -2 | / | -6 | 2%

Source: PubChem BioAssay (National Center for Advancing Translational Sciences (NCATS))
